From PubChem
USP1 inh: Inhibitors of USP1/UAF1: Primary Screen. Ubiquitin carboxyl-terminal hydrolase 1 (Homo sapiens), O94782. recombinant USP1/UAF1, Ub-Rhodamine cleavage fluorescence. Potency, µM (doses to about 57.1 µM), inactives show top-dose activity change, negative = inhibition, hits mostly inhibitors. 0.23% of 390,000 active. AID 743255, 2014; also: potency is read from the fitted curve at half-maximal effect; % is scaled to controls: 0 for no effect and ±100 for the full control effect; nearly all actives have a fitted effect of over 60% in size; inactives centre near -12
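Step one: compound is pinned into 1nM USP1/UAF1 in HEPES pH 7.8 buffer with TCEP. Step two: 15 min room-temperature incubation. Step three: Ub-Rho (150nM final) starts cleavage, tracked by fluorescence over six one-minute reads.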
TRHR ag: qHTS for Small Molecule Agonists and Allosteric Enhancers of Human TRH Receptor: Primary Screen for Agonists; activation, % at 2 µM; TRHR cells, calcium flux fluo-8, FDSS agonist mode; 0.18% of 360,000 active; AID 493084, 2011; in the data active = activation above about 30%; also: 0% is about no effect
Target sequence (P34981 whole entry, looked up): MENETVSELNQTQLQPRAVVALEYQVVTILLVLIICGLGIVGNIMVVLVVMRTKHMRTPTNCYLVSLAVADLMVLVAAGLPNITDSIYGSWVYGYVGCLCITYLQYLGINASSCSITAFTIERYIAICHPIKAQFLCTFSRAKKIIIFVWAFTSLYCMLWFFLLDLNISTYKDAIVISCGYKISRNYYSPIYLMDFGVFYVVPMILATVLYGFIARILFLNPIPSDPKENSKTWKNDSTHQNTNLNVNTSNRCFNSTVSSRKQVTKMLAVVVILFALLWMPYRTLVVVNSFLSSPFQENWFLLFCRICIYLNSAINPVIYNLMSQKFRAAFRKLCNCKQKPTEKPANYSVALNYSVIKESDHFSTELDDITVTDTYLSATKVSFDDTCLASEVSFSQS
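Read-out: compound-evoked intracellular calcium rise in TRHR cells, fluo-8 dye, kinetic FDSS fluorescence at 1 s/cycle following a 10-cycle baseline. Cells cultured overnight before dye loading (30 min–1.5 h, RT).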
rTrxR1 inhibitor: qHTS Assay for Inhibitors of Mammalian Selenoprotein Thioredoxin Reductase 1 (TrxR1): qHTS; Thioredoxin reductase 1, cytoplasmic (Rattus norvegicus), O89049; recombinant rTrxR1, NADPH fluorescence consumption, selenite substrate; Potency, µM (series often up to 114 µM), without a hit: top-dose activity change, negative = inhibition, most hits filed as inhibitors; 1% of 390,000 active; also: potency is read from the fitted curve at half-maximal effect; % is scaled to controls: 0 for no effect and ±100 for the full control effect; nearly all actives have a fitted effect of over 65% in size
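Rat TrxR1 (90 nM in the dispensed reagent) was pre-reduced with 400 uM NADPH for 5 min at room temperature, then incubated with compound for 15 min. After 400 uM selenite was added, NADPH fluorescence (Ex 340/Em 450 nm) was followed for 8 min.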
TrxR1 substrate: qHTS Assay for Substrates of Mammalian Selenoprotein Thioredoxin Reductase 1 (TrxR1): qHTS; Thioredoxin reductase 1, cytoplasmic (Rattus norvegicus), O89049; purified TrxR1 substrate turnover, NADPH consumption readout; Potency, µM (series often up to 114 µM), without a hit: at the highest dose activity change, negative = substrate turnover; 0.01% of 390,000 active; AID 588456, 2011; also: potency is read from the fitted curve at half-maximal effect; % is scaled to controls: 0 for no effect and ±100 for the full control effect; nearly all actives have a fitted effect of over 50% in size
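Rat TrxR1, dispensed at 90 nM, was prereduced with 400 uM NADPH (final) for 5 min at ~22 deg C, then incubated with compound 15 min before 400 uM selenite. A first-read NADPH fluorescence drop versus no-compound background flagged substrates.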
D2 antag: HTS Assay for Allosteric Antagonists of the Human D2 Dopamine Receptor: Primary Screen for Antagonists. AID 485344, 2010. HEK293 TREx D2 cells, calcium flux, dopamine EC80. inhibition, % at 10 µM. 2% of 340,000 active; in the data active = inhibition above about 30%; also: 0% is about no effect
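Inhibition of EC80 dopamine-driven calcium flux, recorded kinetically, defines activity here; cells are a tetracycline-induced HEK293 T-REx line expressing force-coupled D2.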
PI4K2A inh: qHTS for small molecular inhibitors of PI4K2A | Phosphatidylinositol 4-kinase type 2-alpha (Homo sapiens), Q9BTU6 | purified PI4K2A, ADP-Glo luminescence, 1 h; hits give low values | activity change, negative = inhibition, % at 76.9 µM | 0.13% of 420,000 active | AID 1346378, 2018; in the data active = activity change below about -50%;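 also: -100% = wells without enzyme as full effect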
Target sequence (Q9BTU6 whole entry, looked up): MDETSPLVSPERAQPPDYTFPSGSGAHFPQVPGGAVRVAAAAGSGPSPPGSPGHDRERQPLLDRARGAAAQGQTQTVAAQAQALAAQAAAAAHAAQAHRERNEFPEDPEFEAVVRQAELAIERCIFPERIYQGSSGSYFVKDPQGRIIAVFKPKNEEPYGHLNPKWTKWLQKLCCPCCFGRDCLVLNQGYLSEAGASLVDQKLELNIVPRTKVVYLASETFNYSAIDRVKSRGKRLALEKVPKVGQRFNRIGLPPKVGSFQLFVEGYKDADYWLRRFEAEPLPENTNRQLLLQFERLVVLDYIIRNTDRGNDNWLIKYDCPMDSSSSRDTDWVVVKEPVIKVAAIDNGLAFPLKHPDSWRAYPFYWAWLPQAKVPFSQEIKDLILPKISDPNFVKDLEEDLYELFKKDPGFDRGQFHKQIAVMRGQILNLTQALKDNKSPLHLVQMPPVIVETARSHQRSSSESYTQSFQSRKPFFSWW
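Compounds are screened against recombinant PI4K2A using PI as substrate and ATP, the latter dispensed at 300 microM. Reactions run one hour at ambient temperature before ADP-Glo detection; full inhibition defined by wells lacking enzyme.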
IDH1 R132H inh: qHTS for Inhibitors of mutant isocitrate dehydrogenase 1 (IDH1): qHTS; IDH1-R132H enzyme, NADPH consumption, diaphorase/resazurin fluorescence; Potency, µM (doses to about 76.6 µM), inactives show top-dose activity change, negative = inhibition, usual class: inhibitors; 0.093% of 390,000 active; AID 602179, 2012; also: potency is read from the fitted curve at half-maximal effect; % is scaled to controls: 0 for no effect and ±100 for the full control effect; nearly all actives have a fitted effect of over 65% in size
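IDH1-R132H (0.5 ug/mL dispensed) in pH 7.5 Tris buffer was preincubated 30 min with compound, then given a substrate mix of 0.016 mM NADPH and 2 mM alpha-KG for 80 min at room temperature; remaining NADPH was read by diaphorase/resazurin fluorescence.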
TRHR PAM: qHTS for Small Molecule Agonists and Allosteric Enhancers of Human TRH Receptor: Primary Screen for Enhancers; Thyrotropin-releasing hormone receptor (Homo sapiens), P34981; TRHR cells, fluo-8 calcium fluorescence, EC20 TRH enhancement; enhancement, % at 2 µM; 0.66% of 360,000 active; AID 493056, 2011; in the data active = enhancement above about 30%; also: 0% is about no effect
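TRHR-expressing cells loaded with fluo-8 calcium dye were read kinetically (ex 480/em 530) during compound addition, then stimulated with an EC20 of TRH (10 nM final). Enhancement of the Gq-mediated intracellular calcium response was scored.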
D2 ag: HTS Assay for Allosteric Agonists of the Human D2 Dopamine Receptor: Primary Screen for Agonists | HEK293 T-REx D2 cells, calcium flux agonist mode | AID 485358, 2010 | activation, % at 2 µM | D(2) dopamine receptor (Homo sapiens), P14416 | 0.53% of 340,000 active;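 active = activation over 3 SD above normal in the single-dose calcium agonist read, cut at about 30% in these data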; also: 0% is about no effect
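Calcium-flux readout, 1 cycle/sec over 180 s following compound pin transfer, in inducible HEK293 Trex D2 cells (force-coupled); dopamine controls included. Positive calcium responses during this window marked compounds as potential agonists.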
Starred values were filed as active, the others as inactive; x = no result given; [ ] = dose if it differs, or a comment. Unless noted, calls follow the shape of the dose curve; as a rule, active = well fitted inhibition curve with a large enough effect; inconclusive = small, poorly fitted or top-dose-only effect; inactive = no such curve, though single readings can be large or run the other way. Hits appear at their usual frequency. About 3.9% of those tested had a hit in this group.

SMILES	USP1 inh	TRHR ag	rTrxR1 inhibitor	TrxR1 substrate	D2 antag	PI4K2A inh	IDH1 R132H inh	TRHR PAM	D2 ag
Cc1c(C(=O)NCC(C)C)sc2nc(-c3ccc(F)cc3)cn12	-12%	0.1	14%[57.1 µM]	7%[57.1 µM]	-1	-4	10%	10	0.8
Cc1ccc(C(=O)NCC(=O)OC(C)C(=O)NC2CCCCC2C)cc1C (stereo not given)	-22%	-0.5	14%	5%	-2	3	-10%	-3	0.3
Clc1ccc(NCc2nncn2-c2ccccc2)cc1	6%	0.1	9%[57.1 µM]	9%[57.1 µM]	x	5	1%	2	x
O=C(Nc1ccc(NC(=O)c2cccs2)cc1)c1ccccc1	2%	13	34%	17%	7	-5	10%	-9	-0.5
COC(=O)c1oc2ccccc2c1N	0%	0.2	5%[57.1 µM]	17%	-10	-1	9%	7	0.2
Cc1[nH]ncc1-c1ccccc1Cl	-14%	0.0	21%	0%	-12	-3	7%	2	2.8
CCCSC1=C(C#N)C(c2cccs2)C(C(=O)Nc2ccccc2)=C(C)N1 (stereo not given)	-9%	-0.4	-14%	3%	-4	-7	2%	-5	-0.6
O=C(COC(=O)/C=C/c1ccc(C(F)(F)F)cc1)NCC1CCCO1 (stereo not given)	-7%	0.2	5%	2%	-11	7	9%	-7	-0.7
Nc1nc2ncc(C(=O)c3cc(F)ccc3O)cc2s1	-12%	1.0	0%	-1%	8	2	-1%	1	0.6
COc1ccc(NC(=O)/C(C#N)=C\c2ccc(OCc3ccc(C(=O)O)cc3)c(OC)c2)cc1	12%	2.1	3%[57.1 µM]	-3%[57.1 µM]	-32	-2	3%	4	0.0
O=C(Nc1ccc2ccccc2c1)c1ccccc1F	-20%	0.3	5%	1%	-2	-8	7%	-3	0.4
COC(=O)c1c(C)oc(C)c1S(=O)(=O)NCc1ccc(Cl)cc1	-13%	-0.4	24%	-3%	1	1	0%	-5	-1.0
CCOc1ncccc1C(=O)OCC(=O)NCCc1ccccc1	-3%	0.0	-6%	-8%	x	51	9%	31*	x
N#Cc1ccc(OCC(=O)Nc2ccccc2NS(=O)(=O)c2cccs2)cc1	-18%	-0.1	2%	-5%	-16	-3	1%	-2	-0.4
O=S(=O)(c1ccc(F)cc1)N1CCCC(CO)C1 (stereo not given)	-14%	1.5	-8%	-7%	-19	-3	8%	-6	0.5
COC(=O)CN1C(=O)[C@H]2[C@@H](/C=C/c3ccccc3)N3C(=O)CN(Cc4ccccn4)C(=O)[C@@]3(Cc3ccccc3)[C@H]2C1=O	-15%	x	0%	-2%	x	1	-17%	x	x
CCN(c1ccccc1)c1nnc(NC(=O)Nc2cccc(Br)c2)s1	-9%	-0.6	1%	-4%	x	-1	-2%	-17	x
COc1ccccc1N1CCN(C(=O)c2cccc(N3C(=O)NC4CC3(C)Oc3c(OC)cccc34)c2)CC1 (stereo not given)	-21%	0.1	5%	1%	-6	12	3%	13	-2.3
COc1ccc(C(=O)NCC(=O)O)cc1	0%	1.0	-9%	8%[57.1 µM]	2	-2	-5%	0	0.1
Cc1ccc(C(=O)N2CCC(N3CCC(C(=O)N4CCOCC4)CC3)CC2)cc1C	-13%	0.6	-11%	-6%	0	-1	0%	-1	0.7
COc1ccc(CCN2C(=O)CSC2c2ccc(F)cc2)cc1 (stereo not given)	-11%	-0.7	8%	-4%	-3	-1	7%	-8	-0.1
COc1cc(NC(=O)CN2CCCN(Cc3cccc(F)c3)S2(=O)=O)cc(OC)c1	-8%	0.3	12%[57.1 µM]	-1%[57.1 µM]	x	3	10%	3	1.0
O=S(=O)(NCCSc1ccc(Cl)cc1)c1ccc2c(c1)OCCO2	-25%	-0.3	8%	-3%	-21	-1	7%	7	0.1
COc1cccc(CNC(=O)Cn2c(=O)n3nc(-c4cccc(F)c4)nc3c3ccccc32)c1	-16%	0.1	35%[57.1 µM]	4%[57.1 µM]	x	-4	-5%	-1	7.2
CCC/C(C#Cc1cc(OC)cc(OC)c1)=C1/c2ccccc2C(=O)N1c1ccccc1	-5%	x	-6%[57.1 µM]	-4%[57.1 µM]	x	-2	10%	x	x

Given with two lines to a compound: entries from further up.
Each structure is followed by: USP1 inh	TRHR ag	rTrxR1 inhibitor	TrxR1 substrate	D2 antag	PI4K2A inh	IDH1 R132H inh	TRHR PAM	D2 ag
O=S(=O)(c1ccc(F)cc1)N1CCCC(CO)C1 (stereo not given)
 : -14%	1.5	-8%	-7%	-19	-3	8%	-6	0.5
COc1ccc(NC(=O)/C(C#N)=C\c2ccc(OCc3ccc(C(=O)O)cc3)c(OC)c2)cc1
 : 12%	2.1	3%[57.1 µM]	-3%[57.1 µM]	-32	-2	3%	4	0.0
Cc1[nH]ncc1-c1ccccc1Cl
 : -14%	0.0	21%	0%	-12	-3	7%	2	2.8

(listing goes on)
SMILES	USP1 inh	TRHR ag	rTrxR1 inhibitor	TrxR1 substrate	D2 antag	PI4K2A inh	IDH1 R132H inh	TRHR PAM	D2 ag
O=c1n(Cc2ccccc2F)c2ccccc2n1Cc1ccccc1F	-18%	-0.3	11%	-5%	-18	3	5%	7	-0.2
CCC1CCCCN1CCCNC(=O)Cn1ncc2c([nH]c3ccc(C)cc32)c1=O (stereo not given)	-12%	0.2	12%	27%	-6	2	-3%	11	-0.7
CCOC(=O)N1CCN(c2ccc([N+](=O)[O-])cc2)CC1	-12%	0.1	-12%	-6%	12	2	4%	3	-0.1
Cc1cc(=O)[nH]c2c1c(C)nn2C1CCCC1	3%	0.4	3%	-1%	-6	4	4%	4	0.5
Cc1c(C(=O)NNC(=O)c2csc(N3CCOCC3)n2)cccc1[N+](=O)[O-]	-24%	0.2	-6%	-5%	-7	18	10%	7	-0.3
O=C(NCc1ccc(F)cc1)C(c1ccccc1)N(CC1CCCO1)C(=O)Cn1nnc2ccccc21 (stereo not given)	-15%	-0.4	-3%	0%	-1	3	0%	-7	-0.1
CCc1cccc(NC(=O)Nc2ccc3c(c2)N(C)C(=O)c2ccccc2S3)c1	13%	0.3	-12%	5%	x	-9	-2%	-2	0.4
CCCCOc1ccc(Cl)cc1CSc1n[nH]c(C)n1	-20%	-0.1	-1%[57.1 µM]	4%[57.1 µM]	-22	3	2%	2	-0.2
O=C(CN1CCN(S(=O)(=O)c2ccc(Br)cc2)CC1)c1ccc(O)c(O)c1	0%	0.1	21%	-4%	-13	-3	5%	-6	-2.4
Cc1c(C(=O)O)c(C(=O)O)c2n1CCS2	-12%	0.2	14%	-4%	-4	-8	0%	-6	-0.2
CC(C)(C)N(Cc1ccccc1)C(=O)COC(=O)c1cccc([N+](=O)[O-])c1	-19%	0.0	8%	-1%	2	-5	3%	-2	1.8
Cc1ccccc1Cn1c(CN2CCN(c3ccc(F)cc3)CC2)nc2c1c(=O)n(C)c(=O)n2C	x	-0.3	x	x	-5	x	x	6	0.4
COc1ccc(-c2nc3ccc(NS(=O)(=O)c4ccc(C)cc4)cc3o2)cc1	-22%	0.5	26%	17%	x	-8	x	3	x
CC(C)Oc1ccc(CCN=C(N)N=C(N)N)cc1Cl	-12%	-0.3	9%	0%	7	-3	-2%	1	0.6
CCC(=O)NC(NC(=S)Nc1ccc(S(N)(=O)=O)cc1)C(Cl)(Cl)Cl (stereo not given)	-8%	0.1	-9%	-3%	-20	-2	2%	-1	0.1
O=C1c2ccccc2C(=O)N1CCCCN(C(=O)c1ccc(Cl)s1)c1ccc(Cl)cc1	4%	0.7	13%	4%	8	2	5%	1	0.8
O=C(CCn1ccc2cc(S(=O)(=O)N3CCCC3)ccc21)NCCc1ccccc1	-14%	-0.5	13%	3%	19	-9	-6%	1	-0.4
O=C(Nc1ccc(CN2CCCCC2)cc1)c1ccc2c(c1)OCO2	-5%	1.5	3%	-3%	13	4	0%	-1	-0.2
Cc1c(CCC(=O)O)c(=O)oc2cc(OCc3cccc(Cl)c3)ccc12	-9%	-0.1	-18%	155%[activator]	-12	4	16%	-6	0.1
CCCC(=O)Nc1cccc(Oc2ccc3c(c2)C(=O)NC3=O)c1	-19%	-0.9	4%	-7%	7	2	2%	35*	0.9
C=C(Br)Cn1c(CCCC)nc2ccccc21	-9%	0.6	-7%	0%	-13	-5	7%	-3	0.4
CCCCN(CCCC)CCCNC(=O)c1ccc2nc(N3CCCCC3)sc2c1	-18%	-0.2	20%	3%	x	0	-9%	-5	-0.3
COc1cccc(NC(=O)CN(C)C(=O)CCc2nc3sc4c(c3c(=O)[nH]2)CCCC4)c1	6%	0.2	-16%	-5%	x	-7	0%	-2	x
COc1cccc(C(=O)Oc2cc(C)[nH]c(=O)c2[N+](=O)[O-])c1	-23%	-0.2	-8%	-9%	-4	-4	9%	-11	0.0
CS(=O)(=O)c1ccc(NC(=O)C2CC(=O)N(c3ccc4c(c3)OCCO4)C2)cc1 (stereo not given)	-6%	0.9	3%	-6%	3	-2	-3%	0	0.2
CCC(=O)N(C)CCc1cc2c(c(OC)c1/C=N/NC(=O)c1ccc(Br)cc1)OCO2	-19%	-0.9	-9%	-7%	-3	-2	9%	-3	-1.6
COc1ccccc1-c1nnc(SCC(=O)N2CCOCC2)o1	-18%	0.1	3%[57.1 µM]	2%[57.1 µM]	2	0	12%	-3	1.1
C=CCNc1cnn(-c2ccccc2)c(=O)c1Cl	-14%	0.4	8%	8%	x	-4	0%	1	x
